Assay outcomes from PubChem BioAssay.
OXTR ag: human OXTR agonism | actives 0.32% (n = 320,000) | P30559 | activation, % at 3 µM | CHO-OTR cells, Fluo-8 calcium fluorescence; normalized: DMSO 0%, oxytocin 100%;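 active means activation above the mean of all tested compounds plus 3 SD, cutoff set per screening run, cut at about 20% in these data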;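 further: peak over basal fluorescence ratio from a 100 s FLIPR kinetic read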
MEKK3 PB1 HTS: modulators (inhibitors or enhancers) of MEK5 binding to human MEKK3 PB1 domain; Q99759; bead-based flow cytometry, Alexa488-MEK5 binding to MEKK3; actives lie on both sides; 0 = blocked by unlabeled MEK5, 100 = vehicle; binding response (% of control), % at 10 µM; actives 1.4% (n = 290,000); AID 1529;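 active means binding response more than 3 SD above or below the average of its plate-row segment, actives on both sides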;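 further: Alexa488 bead fluorescence after subtracting the streptavidin-only scavenger bead signal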
Target sequence (Q99759 whole entry, looked up, the tested form may be a part): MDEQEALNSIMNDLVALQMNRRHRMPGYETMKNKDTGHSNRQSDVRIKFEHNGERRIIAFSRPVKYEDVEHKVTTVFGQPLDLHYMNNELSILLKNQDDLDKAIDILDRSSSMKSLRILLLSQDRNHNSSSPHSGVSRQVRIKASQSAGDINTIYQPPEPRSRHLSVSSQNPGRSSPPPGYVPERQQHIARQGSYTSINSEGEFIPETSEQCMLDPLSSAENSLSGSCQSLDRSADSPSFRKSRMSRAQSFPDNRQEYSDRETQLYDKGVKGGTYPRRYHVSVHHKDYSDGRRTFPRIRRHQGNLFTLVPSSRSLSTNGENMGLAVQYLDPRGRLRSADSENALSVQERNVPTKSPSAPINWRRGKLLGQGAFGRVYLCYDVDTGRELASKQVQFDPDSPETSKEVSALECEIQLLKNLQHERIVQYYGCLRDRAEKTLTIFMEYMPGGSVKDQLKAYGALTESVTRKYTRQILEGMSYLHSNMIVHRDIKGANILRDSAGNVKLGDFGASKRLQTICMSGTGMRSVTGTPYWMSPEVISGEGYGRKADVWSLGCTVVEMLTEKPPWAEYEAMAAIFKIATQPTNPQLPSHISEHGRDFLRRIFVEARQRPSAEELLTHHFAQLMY
NALP1 inh: inhibitors of NALP1 inflammasome in yeast; S. cerevisiae NALP1/ASC/caspase-1 growth, X-gal OD620, 72 h; inhibition, % at 10 µM; actives 0.61% (n = 280,000); in the data active means inhibition mostly above about 24%, no sharp cut-off; inactive means mostly below about 32%; further: some compounds called inactive have numbers as strong as hits
PHOSPHO1 block: blocks human PHOSPHO1 phosphatase activity. inhibition, % at 13.3 µM. AID 1565. actives 1.1% (n = 290,000). recombinant PHOSPHO1, absorbance phosphatase assay; in the data active means inhibition above about 60%
GalR3 antagonist: human GalR3 antagonism | O60755 | HEK293 GalR3-CNG cAMP membrane potential fluorescence; galR3 body fused to GalR1 C-terminus | inhibition, % at 3 µM | actives 0.44% (n = 360,000) | AID 651719;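 active means inhibition above the screen-wide average plus 3 SD, cut at about 13% in these data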;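 further: forskolin and galanin both at EC90 stimulate the cells; cAMP rise reported by CNG channel membrane potential dye signal; 0% = forskolin plus galanin with DMSO and 100% = forskolin alone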
GPR7 antagonist: antagonists of human GPR7 (neuropeptides B/W receptor 1); AID 1861; GPR7-expressing cells, fluorescence antagonist assay; P48145; actives 1.1% (n = 290,000); inhibition, % at 4.4 µM; in the data active means inhibition above about 16%, passing the limit was not always enough;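 further: cells stimulated with the agonist NPW; 0% = agonist with vehicle and 100% = vehicle without agonist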
V1aR counter: V1a receptor agonism, counter-screen for OXTR agonists | CHO-V1R cells, Fluo-8 calcium fluorescence, agonist mode; 0% DMSO, 100% 3 nM vasopressin | actives 0.25% (n = 320,000) | AID 2797 | P37288 | activation, % at 3 µM;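 active means activation above the mean activation of all tested compounds plus 3 SD, per screening run, cut at about 20% in these data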;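 further: signal is peak over basal fluorescence ratio across a 100 second FLIPR read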
Target sequence (P37288 whole entry, looked up): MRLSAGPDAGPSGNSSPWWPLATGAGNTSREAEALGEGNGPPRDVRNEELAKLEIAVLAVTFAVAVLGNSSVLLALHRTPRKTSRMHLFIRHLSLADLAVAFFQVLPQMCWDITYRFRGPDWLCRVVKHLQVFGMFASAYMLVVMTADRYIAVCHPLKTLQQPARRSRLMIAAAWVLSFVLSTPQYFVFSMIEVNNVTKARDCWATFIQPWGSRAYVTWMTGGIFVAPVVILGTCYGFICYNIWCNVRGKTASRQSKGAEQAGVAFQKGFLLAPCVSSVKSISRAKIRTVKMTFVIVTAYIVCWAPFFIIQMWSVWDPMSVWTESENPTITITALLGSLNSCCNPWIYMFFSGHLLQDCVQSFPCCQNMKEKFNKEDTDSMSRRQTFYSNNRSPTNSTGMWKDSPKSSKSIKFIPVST
MEKK2 WT-MEK5: raises or lowers MEK5 binding to wildtype human MEKK2 PB1 domain. actives 1.1% (n = 290,000). Q9Y2U5. bead flow cytometry, Alexa488-MEK5 binding to MEKK2 WT; actives lie on both sides. AID 1531. binding response (% of control), % at 10 µM; in the data active means binding response below about 67% or above about 130%
MEKK2 mut-MEK5: signal of MEK5 binding to mutant human MEKK2 PB1 domain; percent response, % at 10 µM; AID 1530; bead flow cytometry, Alexa488-MEK5 binding to MEKK2 mutant; actives 0.35% (n = 290,000); in the data active means percent response above about 24%, passing the limit was not always enough; further: inactives centre near 1; some results filed as inactive read as strong as hits; reference of the scale not given here
* = called active by the depositor; x = no result given; [ ] = remark or other dose.

SMILES | OXTR ag | MEKK3 PB1 HTS | NALP1 inh | PHOSPHO1 block | GalR3 antagonist | GPR7 antagonist | V1aR counter | MEKK2 WT-MEK5 | MEKK2 mut-MEK5
Cc1sc2ncnc(SCC(=O)NC3CC3)c2c1C | 1.5 | 98 | 10 | 12 | -5 | 3 | 1.7 | 100 | 8
COC(=O)c1cc(COC(=O)c2nc3nccc(C)n3n2)oc1C | -0.6 | 100 | -9 | 43 | -2 | -3 | -0.6 | 96 | -3
CCCN1CCN(C(=S)Nc2ccc(S(N)(=O)=O)cc2)CC1 | 0.4 | 101 | -4 | -13 | 1 | -17 | 0.7 | 99 | 0
Cn1c(N)c(C(=O)Nc2ccc(-c3ccccc3)cc2)sc1=S | -0.6 | 96 | 20 | -10 | 1 | -6 | -0.8 | 101 | -12
CCN(CCCNC(=O)CCc1nc(-c2ccc(OC)cc2)no1)c1cccc(C)c1 | 3.8 | 102 | 11 | 20 | 0 | 1 | 2.9 | 102 | 5
Nc1ccc(-c2c3ccccc3nc3ccccc23)cc1 | x | 98 | 14 | x | -9 | -6 | x | 101 | -2
CSc1cccc(CN2CCCC(CNC(=O)c3ccco3)C2)c1 (configuration not stated) | 0.0 | 102 | 6 | 19 | 3 | -12 | 0.0 | 109 | 7
CCn1c(C)c(C)c2cc(C(=O)N3CCCC3)ccc21 | -1.8 | 102 | 27 | -28 | -8 | -16 | -0.8 | 105 | 0
CCOC(=O)N1CC=C2C(C#N)=C(N)C(C#N)(C#N)[C@H](c3ccccc3OCC)[C@H]2C1 | -0.9 | 98 | 2 | -46 | -7 | -8 | -0.1 | 92 | 0
COc1ccc(C(=O)CCC(=O)NCc2cc(OC)cc(OC)c2)cc1 | -1.3 | 107 | 4 | 10 | -9 | -4 | 0.7 | 111 | 2
COCCCn1c(SCC(=O)Nc2ccc(C(C)=O)cc2)nc2ccccc2c1=O | -0.3 | 39*[inhibitor] | 3 | 5 | -1 | 14 | 1.1 | 48 | -19
O=C(CCN1C(=O)/C(=C/c2ccccc2)SC1=S)N[C@@H](CO)Cc1ccccc1 | 3.9 | 99 | -2 | 32 | -8 | -10 | 5.7 | 96 | 2
COCCCn1c(=O)c2sccc2n2c(CCCC(=O)NCc3ccc(OC)cc3)nnc12 | -2.2 | 101 | 9 | 12 | 4 | -10 | -0.1 | 101 | -1
C=CCOCC(O)Cn1c(N2CCCC2)nc2c1c(=O)n(C)c(=O)n2C (configuration not stated) | x | 96 | 16 | 29 | 0 | -6 | x | 103 | -1
CCSc1nc(-c2cccnc2)ccc1C#N | -1.7 | 99 | 20 | 15 | 11 | -7 | -0.6 | 101 | -1
Cc1c(S(=O)(=O)NCCc2ccccc2)c(=O)n(C)c(=O)n1C | 1.7 | 100 | x | 9 | -6 | -11 | 0.7 | 100 | 3
CC(C)c1ccc(/C=C2\C(=O)N(CCN3CCOCC3)C(=S)N2C)cc1 | -1.7 | 101 | 11 | -10 | -3 | -4 | -0.2 | 101 | -1
COCc1cc(SC2CCCCC2)nc(C)n1 | 0.3 | 97 | 9 | -30 | 4 | -5 | 0.3 | 96 | -2
Cc1nnc(N2C(=O)C(=O)/C(=C(/O)c3ccc4c(c3)OCCO4)C2c2ccc([N+](=O)[O-])cc2)s1 (configuration not stated) | -1.1 | 99 | -7 | 59 | -6 | 0 | -0.7 | 102 | 5
COc1ccc(C(=O)NC(=S)Nc2cccc(Cl)c2N2CCOCC2)cc1[N+](=O)[O-] | 1.2 | 101 | 5 | -1 | -1 | -1 | 0.2 | 98 | 2
CCOc1cc2[nH]c(=S)n(CCC(=O)NCc3ccc(OC)cc3)c(=O)c2cc1OCC | -0.2 | x | 4 | 31 | -1 | -15 | -0.1 | x | x
O=C(NCCC(=O)N1CCOCCOCCOCCOCC1)OCc1ccccc1 | 0.5 | 96 | 17 | -1 | -4 | -4 | -0.2 | 98 | 2
O=C(CSCc1ccccc1Cl)Nc1ccc2c(c1)OCCO2 | 0.4 | 97 | 2 | 18 | -4 | -9 | -0.4 | 96 | 0
CC(OC(=O)c1cccs1)C(=O)NCc1cccs1 (configuration not stated) | -0.9 | 99 | 20 | -6 | -6 | 11 | -0.3 | 101 | 6
Cc1nn(CCOc2ccccc2)c(=O)n1-c1ccccc1F | 0.6 | 103 | 35 | 11 | -6 | 15 | 0.4 | 103 | 2
O=C(CCCn1c(=O)oc2ccccc21)NC1CCCCCC1 | 0.3 | 71 | 2 | -25 | x | 21* | -0.1 | 69 | -25
CCN1CCCC1CNCC(O)COc1ccc(C(C)(C)C)cc1C (configuration not stated) | -0.1 | 57 | 0 | 24 | -5 | -1 | 0.0 | 85 | -12
NS(=O)(=O)c1cccc(NC(=O)CSc2nnc(C3CC3)n2Cc2ccccc2)c1 | -0.2 | 83 | 15 | 11 | -1 | -3 | -0.4 | 88 | -13
COc1ccc(C(=O)NC2=NCCS2)cc1 | 0.2 | 100 | 12 | x | -7 | -15 | 0.5 | 100 | -4
C=CCNC(=O)CSc1cc([N+](=O)[O-])cc(S(=O)(=O)Cc2ccccc2)c1 | -1.6 | 112 | 26 | 13 | 0 | 5 | 1.2 | 95 | -1
CCc1ccc(NC(=O)c2noc3c2CCc2ccccc2-3)cc1 | 2.9 | 92 | 9 | -7 | 2 | -4 | 1.1 | 89 | -8
O=C(Cn1cnc2ccccc21)N/N=C/c1ccccc1[N+](=O)[O-] | 0.4 | 138* | 18 | 4 | 10 | 2 | 3.2 | 105 | 0
CCc1ccc(CN2CCC(n3nccc3NC(=O)c3ccccc3)CC2)o1 | 3.4 | 102 | 2 | 10 | -6 | -6 | 4.5 | 114 | 6
O=C(CNC(=O)c1ccccc1F)NC1CCN(Cc2ccccc2)CC1 | 0.5 | 98 | 14 | 22 | -4 | 3 | 0.4 | 101 | 3
Cc1ccc(S(=O)(=O)N(C)C)cc1NS(=O)(=O)c1ccc(Cl)s1 | 3.4 | 100 | 18 | 2 | 3 | -2 | 3.1 | 102 | 0
CCn1c(C)nc2cc(S(=O)(=O)C(F)F)ccc21 | 1.2 | 101 | -2 | 23 | -6 | -2 | 1.6 | 106 | 4
COC(=O)c1ccccc1OCCCN(C)C | 0.3 | 87 | 8 | -10 | -1 | -6 | 0.0 | 100 | 2
O=C(COC(=O)c1ccccc1F)Nc1cccnc1Cl | 0.5 | x | 20 | 12 | -5 | 0 | 0.1 | x | x
CCOC(=O)C1CCCN(C(=O)c2ccc(CNc3c(N4CCC(C)CC4)c(=O)c3=O)cc2)C1 (configuration not stated) | -1.1 | 100 | 34 | 2 | -1 | -12 | -0.6 | 100 | 0
Cc1ccc(NC(=O)c2ccc(CNc3c(N4CCOCC4)c(=O)c3=O)cc2)cc1 | 0.5 | x | 13 | -17 | 10 | 4 | 0.6 | x | x

Full records, quoted from the list.
CCc1ccc(CN2CCC(n3nccc3NC(=O)c3ccccc3)CC2)o1 across the screens: OXTR ag: 3.4; MEKK3 PB1 HTS: 102; NALP1 inh: 2; PHOSPHO1 block: 10; GalR3 antagonist: -6; GPR7 antagonist: -6; V1aR counter: 4.5; MEKK2 WT-MEK5: 114; MEKK2 mut-MEK5: 6
COc1ccc(C(=O)NC2=NCCS2)cc1 across the screens: OXTR ag: 0.2; MEKK3 PB1 HTS: 100; NALP1 inh: 12; PHOSPHO1 block: x; GalR3 antagonist: -7; GPR7 antagonist: -15; V1aR counter: 0.5; MEKK2 WT-MEK5: 100; MEKK2 mut-MEK5: -4

Carrying on.
SMILES | OXTR ag | MEKK3 PB1 HTS | NALP1 inh | PHOSPHO1 block | GalR3 antagonist | GPR7 antagonist | V1aR counter | MEKK2 WT-MEK5 | MEKK2 mut-MEK5
COc1ccc(CCNC(=O)c2cc(-c3cccs3)on2)cc1OC | 11 | 96 | 12 | 38 | x | -9 | 7.3 | 97 | -3
CCOC(=O)c1cc2c(=O)n3ccccc3nc2n(CCOC)c1=NC(=O)c1ccncc1 | 0.2 | 107 | 9 | 7 | -3 | 1 | 0.7 | 108 | 2
CN1CCN(c2nc(-c3ccccc3)ncc2S(C)(=O)=O)CC1 | 0.7 | 102 | 10 | 6 | -9 | 9 | 1.3 | 105 | 5
COc1ccc(/C=C2\C(=O)N(c3c(Cl)cc(Cl)cc3Cl)N=C2NC(=O)c2cccc([N+](=O)[O-])c2)cc1 | 0.7 | 100 | -4 | -1 | x | -4 | 0.5 | 102 | 18
CC(=O)Nc1cccc(OCC(O)Cn2cnc3ccccc32)c1 (configuration not stated) | -0.6 | 94 | 19 | -3 | -2 | -14 | -0.7 | 97 | -4
Cc1sc(NC(=O)CSc2nnnn2C)c(C#N)c1C | -0.3 | 100 | 1 | 32 | -1 | -2 | 0.7 | 88 | -6
Cc1cc(C)c(S(=O)(=O)N2CCOC2CNC(=O)C(=O)NCc2ccncc2)c(C)c1 (configuration not stated) | -1.2 | 99 | 2 | 14 | -2 | -13 | -0.5 | 106 | 6
COc1ccc(CCN2C(=O)C(Oc3ccccc3C)C2c2ccc3c(c2)OCO3)cc1OC (configuration not stated) | -0.4 | 100 | -2 | 46 | -4 | 20 | 0.8 | 100 | 3
CCc1nn(C(CC)C(=O)NCc2cccs2)c(=O)c2cc3occc3n12 (configuration not stated) | -0.2 | 99 | 5 | 2 | 1 | -9 | 1.9 | 99 | 0
CC(C)Oc1ccc(C(=O)Nc2ccc([N+](=O)[O-])cc2)cc1 | 11 | 101 | 4 | -21 | -1 | -5 | 6.1 | 100 | 1
COc1cc(NC(=O)c2ccco2)ccc1NC(=O)C(C)C | 1.4 | 105 | 17 | -5 | -4 | -12 | -0.3 | 101 | 3
CSc1ncccc1C(=O)OCC(=O)N(CC(C)C)c1c(N)n(Cc2ccccc2)c(=O)[nH]c1=O | 1.6 | 104 | 14 | 23 | 4 | -15 | 0.6 | 105 | 4
Cc1ccc(NC(=O)c2sc3ncn(CC(=O)N4CCN(c5ccccn5)CC4)c(=O)c3c2C)cc1F | 9.3 | 101 | 1 | 38 | -1 | -13 | 13 | 102 | 3
CCNC(=S)NC1CC2CCCC(C1)N2CCc1ccccc1 (configuration not stated) | -1.1 | 104 | 0 | 19 | -2 | 0 | 0.9 | 110 | 14
COc1ccc(NC(=O)CCNC(=O)Cn2cnc3sc4c(c3c2=O)CCCC4)cc1OC | 0.4 | 102 | 21 | 28 | -7 | -17 | 0.6 | 99 | -2
CCN(C(=O)c1cn(C)c(=O)c2cc(OC)c(OC)cc12)c1ccccc1C | -1.2 | 100 | 33 | 14 | -2 | -10 | -0.5 | 101 | 2
Cc1ccc(-c2n[nH]c(=O)c3ccccc23)cc1S(=O)(=O)Nc1ccc(F)cc1 | 5.6 | 96 | -14 | -4 | 2 | -10 | 4.5 | 91 | -6
CON(C)S(=O)(=O)c1cccc(C(=O)Oc2ccc(N(C)S(=O)(=O)c3ccccc3)cc2)c1 | 4.3 | 97 | 4 | 35 | -9 | 17 | 3.5 | 95 | -1
O=C(CCN1C(=O)S/C(=C\C=C\c2ccccc2)C1=O)Nc1ccc(O)cc1 | -0.2 | 98 | 32 | 22 | -6 | 19 | 2.2 | 96 | -2
CCOC(=O)/C=C1\SCC(=O)N1CC(=O)Nc1ccc2c(c1)CCC2 | 0.7 | 98 | 13 | 50 | 0 | 15 | 1.4 | 93 | -8
Cc1cccc(NC2=C/C(=N/S(=O)(=O)c3cccs3)c3ccccc3C2=O)c1 | -0.2 | 99 | 20 | -23 | -3 | -3 | -0.4 | 92 | 0
